Bioassay records deposited in PubChem BioAssay by Broad Institute.
PAX8 inh HTS: inhibitors of PAX8-driven TPO luciferase reporter, primary screen, RMG-I cells, single concentration | SteadyGlo, 24 h | inhibition, % at 12.6 µM | 1.2% of 360,000 active;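 active = mean replicate inhibition at least 60% with every replicate also reaching 60%; inconclusive = only one of the two criteria is met; inactive = mean below 60% and not all replicates reaching 60%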;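 also: luciferase light reporting Pax8 driven TPO promoter activity; plate controls were median of neutral control wells for no effect and mitoxantrone controls for full effect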
ARNT TACC3 PPI: disruptors of ARNT/TACC3 protein interaction, primary screen, biochemical, AlphaScreen, single concentration | Transforming acidic coiled-coil-containing protein 3 (Homo sapiens), Q9Y6A5 | inhibition, % at 9.99 µM | AlphaScreen His-ARNT PAS-B/GST-TACC3 binding, luminescence; TACC3 fragment carries E629A point mutation | 0.66% of 390,000 active;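 active = mean inhibition of replicates at least 50% and at least half of replicates each reaching 50%; inconclusive = half or more replicates reach 50% but mean below 50%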;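 also: 0% = complete ARNT plus TACC3 wells and 100% = ARNT alone without TACC3; many hits fall short of the cut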
LGR2 antag: inhibitors of bursicon-induced LGR2 CRE-luciferase signal, primary screen, cell-based, HEK293, CRE-luciferase reporter, bursicon stimulation; inhibition, % at 9.99 µM; bursicon-stimulated, 4 h; Drosophila bursicon receptor LGR2 (rickets); AID 720647, 2013; 0.35% of 380,000 active;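 active = drop in luminescence signal, shown as inhibition above about 50% in the replicate tests, limit read from the data, passing the limit was not always enough; inconclusive = probably only some replicates passing the limit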;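 also: agonist challenge used bursicon conditioned medium at about half maximal strength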
DENV2 CPE: inhibitors of DENV2 cytopathic effect, primary screen, cell-based, plate reader, single concentration; DENV2-infected cells, cytopathic effect rescue; CPE inhibition, % at 9.99 µM; 1.7% of 350,000 active; AID 651640, 2012; in the data active = CPE inhibition above about 20%, passing the limit was not always enough; inconclusive = no clear call, values can overlap the other calls; tested in BHK-21 cells;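 also: 0% = median of neutral control wells and 100% = median of positive control wells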
EWS-Fli inh: EWS/Fli-driven NR0B1 reporter inhibitors, primary screen, A673 cells, NR0B1 luciferase, luminescence, MLPCN library | viability-normalised | inhibition, % at 12.6 µM | 0.67% of 350,000 active | AID 651661, 2012;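 active = mean inhibition of at least 50% after viability correction, with every replicate also passing that limit; inconclusive = mean reaches 50% but only one of two replicates passes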;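 also: firefly luciferase signal divided by Alamar Blue viability fluorescence both relative to DMSO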
SIRT5 inh: SIRT5 desuccinylase inhibitors, primary screen, biochemical, fluorescence imaging, single point, set 5. Purified SirT5, succinyl-peptide AMC, trypsin-coupled fluorescence. NAD-dependent protein deacylase sirtuin-5, mitochondrial (Homo sapiens), Q9NXA8. inhibition, % at 15 µM. 1.1% of 330,000 active; in the data active = inhibition above about 15%; inconclusive = no clear call, values can overlap the other calls
Target sequence (Q9NXA8 whole entry, looked up): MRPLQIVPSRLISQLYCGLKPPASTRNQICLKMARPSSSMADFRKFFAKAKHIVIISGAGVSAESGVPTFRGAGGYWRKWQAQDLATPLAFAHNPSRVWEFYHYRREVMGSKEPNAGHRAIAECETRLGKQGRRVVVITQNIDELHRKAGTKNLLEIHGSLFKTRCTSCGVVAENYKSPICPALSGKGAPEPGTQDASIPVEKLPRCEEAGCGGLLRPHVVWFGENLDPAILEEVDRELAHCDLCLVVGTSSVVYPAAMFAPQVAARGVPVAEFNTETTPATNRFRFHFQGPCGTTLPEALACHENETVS
Casp6 inh: human caspase-6 inhibitors, primary screen, biochemical, VEID-R110 fluorescence, single point, set 2. P55212. purified caspase-6, Z-VEID-R110 cleavage fluorescence. inhibition, % at 12.5 µM. 0.53% of 350,000 active. AID 686996, 2013;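 active = mean inhibition across replicates at least about 35%, with every replicate also reaching that limit, limit read from the data; inconclusive = only one of the two criteria met; inactive = neither criterion met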;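 also: 0% = median of neutral control wells and 100% = no fluorescence left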
Target sequence (P55212 24-179 limits assumed): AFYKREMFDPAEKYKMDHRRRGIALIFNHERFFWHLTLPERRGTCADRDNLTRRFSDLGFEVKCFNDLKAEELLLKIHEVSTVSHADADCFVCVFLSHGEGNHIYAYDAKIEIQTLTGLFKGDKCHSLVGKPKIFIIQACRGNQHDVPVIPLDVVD
Target sequence (P55212 194-293 limits assumed): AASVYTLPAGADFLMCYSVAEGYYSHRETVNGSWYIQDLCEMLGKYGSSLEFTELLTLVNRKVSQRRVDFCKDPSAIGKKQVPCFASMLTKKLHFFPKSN
Starred values were filed as active, the others as inactive; ? = inconclusive; nt = not tested or not shown; & = joins results of further samples.

SMILES	PAX8 inh HTS	ARNT TACC3 PPI	LGR2 antag	DENV2 CPE	EWS-Fli inh	SIRT5 inh	Casp6 inh
CCOC(=O)C(C)Oc1cc(Cl)c(C=O)cc1OC (stereo not given)	2.6	-2.9	-10.0	5.9	0.4	15.8*	0.8
C[C@H](CO)N1C[C@H](C)[C@@H](CN(C)S(=O)(=O)c2cccs2)Oc2ccc(NC(=O)Nc3ccc(C(F)(F)F)cc3)cc2C1=O	46.1	0.0	6.0&16.8	5.3	-1.0&17.1	nt	-1.5
COc1cccc(-c2ccc3c(c2)[C@@H]2[C@@H](CCN2C(=O)c2ccc(F)cc2)[C@H](CO)N3C)c1	20.9	12.1	-15.8	23.9*	10.1	nt	nt
CC(C)[C@H](NC(=O)OCc1ccccc1)C(=O)OCC(=O)N1C(C)CCCC1C (stereo not given in full)	nt	-3.6	-4.0	7.3	-4.9	-2.7	-1.4
Cc1cc(C(C)(C)C)cc(C)c1CC1=NCCN1	-12.9	-5.8	-1.8	?	-2.8	-5.4	nt
O=C(CSc1ccsc1[N+](=O)[O-])NCc1ccccc1	-41.6	-7.4	-30.6	3.0	-42.3	2.0	5.5
COc1ccc(C2=NN(C(=O)c3ccc(Cl)c([N+](=O)[O-])c3)C(c3ccccc3)C2)cc1 (stereo not given)	8.9	35.1	-3.4	-3.1	-20.3	-4.7	6.5
COc1ccc(NC(=O)Nc2ccc3c(c2)[C@H]2C[C@H](CC(=O)NCC4CC4)O[C@H](CO)[C@H]2O3)cc1	-3.4	-3.6	4.9	2.1	-2.1	-5.3	0.6
COc1ccc(-c2cc3ccc(OCC(=O)NCC4CCC(C(=O)O)CC4)cc3oc2=O)cc1 (stereo not given)	nt	-11.4	-40.7	1.6	-35.3	-40.3	-2.0
COc1cccc(NC(=S)NCCN2CCOCC2)c1	-13.7	-1.0	10.6	nt	nt	nt	nt
N#Cc1ccccc1S(=O)(=O)N1CCN(Cc2cc3c(cc2Br)OCCO3)CC1	14.8	nt	-0.2	10.5	-0.9	-4.5	-0.5
CC(Oc1ccc(-c2ccccc2)cc1)C(=O)N/N=C/c1cccnc1 (stereo not given)	-13.4	0.9	-7.4	6.9	-0.3	-8.4	0.7
C[C@H](NC(=O)C[C@@H]1C[C@H]2c3cc(NS(=O)(=O)c4ccc(F)cc4)ccc3O[C@H]2[C@@H](CO)O1)c1ccccc1	12.7	0.4	8.6	-6.1	3.9	0.7	1.1
CC(C)(C)OC(=O)NCc1n[nH]c(=S)n1C1CC1	3.4	-2.9	nt	0.5	8.8	-2.9	1.9
CN(C)C(=O)C[C@@H]1CC[C@@H]2[C@H](COC[C@@H](O)CN2CC2CCCCC2)O1	-4.3	-2.8	7.9	1.1	0.8	-3.6	2.4
NC(=O)CC(NC(=O)c1ccccc1)c1ccc(NC2CCC2)c([N+](=O)[O-])c1 (stereo not given)	18.3	-0.1	-33.6	-21.0	-4.8	nt	-3.6
CC[C@@H]1CC2=C(C(=O)OC(C)(C)O2)[C@@H](CC)O1	-10.7	nt	-1.9	-0.7	-9.5	nt	3.4
Cc1ccc(NC(=S)N(C)C(c2ccccc2)c2ccccc2)cc1C	27.6	-3.5	10.4	-5.2	16.1	-2.1	-0.2
COCC(=O)Nc1ccc2c(c1)[C@@H]1C[C@H](CC(=O)NC3CCCC3)O[C@H](CO)[C@@H]1O2	-9.1	-7.8	-4.3	-1.4	-2.8	-2.3	1.5
O=C(C1COc2ccccc2O1)N1CCN(c2nc3c(F)cc(F)cc3s2)CC1 (stereo not given)	-22.9	nt	-18.6	-1.7	-17.8	2.8	-3.0
CCC1(c2ccccc2)NC(=O)N(CC(=O)Nc2cc(C(F)(F)F)ccc2N2CCCC2)C1=O (stereo not given)	5.5	-4.5	4.4	3.6	2.6	7.2	-0.7
C[C@@H]1CN([C@H](C)CO)C(=O)c2ccccc2-c2ccccc2CO[C@H]1CN(C)C(=O)[C@@H]1CCCN1C	11.0	-17.7	0.1	2.9	-9.2	1.1	1.3
Cc1ccc(CSCC(=O)Nc2ccc(F)cc2)cc1	2.0	-5.4	nt	-0.9	4.8	-6.8	5.6
CCNC(=O)C[C@H]1CC[C@@H]2[C@H](COC[C@H](O)CN2C(=O)CC)O1	5.0	-11.3	0.4	6.6	2.7	-4.1	5.1
N=c1n(CCN2CCCCC2)c2ccccc2n1CC(O)c1ccco1 (stereo not given)	4.1	-3.2	11.1	?	11.5	3.4	-6.6
Cc1ccc(N2C(=O)N3[C@H](c4ccc(F)cc4)[C@@H]4C(=O)N(C5CCCCC5)C(=O)[C@@H]4[C@]3(Cc3ccccc3)C2=O)cc1	17.4	-1.7	-1.1	6.2	3.0	-6.2	-0.4
COc1cc(NC(=O)c2ccccc2-c2ccccc2)cc(OC)c1	2.4	0.6	-19.8	-14.1	7.4	-3.4	-1.6
Cc1ccc(-c2nc(CS(=O)CC(=O)N3CCN(c4ccc(F)cc4)CC3)c(C)o2)cc1 (stereo not given)	28.0	-16.8	3.0	6.1	11.8	0.6	4.5
Cc1ccccc1OCC(=O)NCC(C)(C)N1CCOCC1	-8.0	-7.3	-13.3	-4.3	-3.7	-6.5	-153.8
CN1C(CC(=O)c2ccccc2)CCCC1CC(O)c1ccccc1 (stereo not given)	nt	-1.3	17.9	4.4	1.3	3.0	-0.4

The closing 4 entries of the part before open the next one.
SMILES	PAX8 inh HTS	ARNT TACC3 PPI	LGR2 antag	DENV2 CPE	EWS-Fli inh	SIRT5 inh	Casp6 inh
COc1cc(NC(=O)c2ccccc2-c2ccccc2)cc(OC)c1	2.4	0.6	-19.8	-14.1	7.4	-3.4	-1.6
Cc1ccc(-c2nc(CS(=O)CC(=O)N3CCN(c4ccc(F)cc4)CC3)c(C)o2)cc1 (stereo not given)	28.0	-16.8	3.0	6.1	11.8	0.6	4.5
Cc1ccccc1OCC(=O)NCC(C)(C)N1CCOCC1	-8.0	-7.3	-13.3	-4.3	-3.7	-6.5	-153.8
CN1C(CC(=O)c2ccccc2)CCCC1CC(O)c1ccccc1 (stereo not given)	nt	-1.3	17.9	4.4	1.3	3.0	-0.4
CC(C)C(C)NC(=O)CSc1ccc(S(=O)(=O)N2CCOCC2)cn1 (stereo not given)	-11.0	13.3	6.8	4.2	-0.4	-0.8	-2.0
Cc1cc(CSc2ccccc2)ccc1NC(=O)COc1ccccc1C	-16.1	-7.7	nt	-6.4	-5.6	-0.1	0.6
CN1CCCCC(NC(=O)c2ccc(Cl)cc2Cl)C1=O (stereo not given)	-10.1	nt	-2.7	-3.1	-10.0	nt	3.4
CN(C)S(=O)(=O)c1ccc(Cl)c(C(=O)NC2CCCCCCC2)c1	-8.1	-2.7	1.5	2.5	8.5	-4.3	-1.2
CC(=NNC(=S)N1CC2CCC(CC2)C1)c1ccccn1	-16.7	nt	?	7.2	4.6	-2.8	nt
CCC(=O)Nc1nnc(SCC(=O)c2ccc3c(c2)Cc2ccccc2-3)s1	nt	2.6	-5.7	-1.6	-2.8	-2.7	-1.4
NS(=O)(=O)c1ccc(CCNC(=S)Nc2ccc(S(N)(=O)=O)cc2)cc1	12.5	2.3	7.9	nt	nt	nt	nt
COc1cccc(CNC(=O)N[C@@H](C)C(=O)O)c1	4.7	-2.1	5.7	5.1	3.1	-1.8	-2.5
CCCCCN(C(=O)CCc1cn(CCCCC)c2ccccc12)c1ccc(N(C)c2ccccn2)cc1	1.9	nt	3.6	-15.8	-0.2	nt	7.8
COC(=O)C1=C(C)N(Cc2ccccc2C(F)(F)F)C(=NCc2ccc3c(c2)OCO3)NC1CCc1ccccc1 (stereo not given)	-10.3	nt	-28.2	-5.8	14.0	nt	-2.9
CN(Cc1ccccc1)C(=O)c1ccc(NC(=O)Cc2ccc(NC(=O)C3CCCN(C(=O)C4CC4)C3)cc2)cc1 (stereo not given)	-25.9	1.7	-1.9	?	-6.5	-4.6	0.6
COc1ccccc1/C=C/C(=O)OCC(=O)NCCC1=CCCCC1	-3.4	4.8	-3.7	19.2	-2.9	-2.6	0.5
O=C(C[C@H]1C=C[C@H](NC(=O)Nc2ccc3c(c2)OCO3)[C@@H](CO)O1)NCc1ccc2c(c1)OCO2	-15.9	10.5	11.2	-8.5	-6.2	-0.3	1.3
O=S(=O)(NCc1nnc2c(C(F)(F)F)cc(Cl)cn12)c1ccccc1	-13.5	-5.0	1.8	1.3	-3.7	-2.3	-1.4
CN1C(=O)C(O)(CC(=O)c2ccccc2O)c2cc(Br)ccc21 (stereo not given)	11.5	-19.4	5.2	-5.0	44.2	nt	2.3
COc1ccccc1-c1ocnc1C(=O)N1CCN(S(=O)(=O)c2ccc(NC(C)=O)cc2)CC1	12.6	2.6	3.5	1.3	2.9	-13.7	1.9
CC(Sc1nnc(C2CC2)n1Cc1ccccc1)C(=O)N1CCNC1=O (stereo not given)	-4.6	-22.0	10.7	-5.2	3.2	-1.3	-8.8
Cc1nn(CCCC(=O)NCc2ccco2)c(=O)c2nn(-c3ccccc3)c(C)c12	-11.1	2.1	3.7	5.3	nt	-2.8	4.2
Cc1cc(C)nc(Nc2nc(C(N)Cc3ccc(C(F)(F)F)cc3)cs2)n1 (stereo not given)	9.1	nt	3.8	3.8	20.8	nt	3.8
CCOc1ccc2oc(C(=O)N3CCN(c4ccccc4OCC)CC3)c(C)c2c1	16.2	4.5	5.0	-0.4	3.0	3.1	3.5
C[C@H](CO)N1C[C@H](C)[C@H](CN(C)Cc2ccc(Oc3ccccc3)cc2)Oc2c(NS(C)(=O)=O)cccc2C1=O	2.7	4.1	-32.4	0.0	-1.8	-0.8	-1.7
Cc1oc(-c2ccc(Cl)cc2)nc1CS(=O)CC(=O)NC1CCCC1 (stereo not given)	12.2	2.4	3.8	6.2	nt	-1.3	6.6
CCn1c(=O)c2cc(C(=O)N3CCOCC3)sc2c2ccccc21	-0.8	0.7	-4.0	9.6	-12.2	-10.9	1.3
O=C(NCc1nnnn1-c1ccc(Cl)cc1)C1CC(=O)N(c2ccc(F)cc2)C1 (stereo not given)	-6.2	nt	10.4	6.0	1.7	nt	-0.5
CCOC(=O)C1CCN(S(=O)(=O)c2ccc3c(c2)NC(=O)C(C)C(=O)N3)CC1 (stereo not given)	14.1	0.5	0.6	-2.8	2.0	1.9	2.3
O=C(NCC1COc2ccccc2O1)c1ccc(F)c(S(=O)(=O)N2CCOCC2)c1 (stereo not given)	-1.3	-3.0	-0.9	-4.0	3.9	-4.2	52.0*
COc1ccc(NC(=O)Nc2ccc3c(c2)OC[C@@H](C)NC[C@H](C)[C@@H](OC)CN(C)C3=O)cc1	-10.3	6.0	-19.3	5.4	-3.8	-2.7	-1.3
CN(C)c1ccnc(Nc2ccccc2)c1C#N	-9.0	nt	7.2	-0.8	-4.4	-0.5	2.4
Cc1ccccc1NC(=O)Nc1nc2ccc(S(C)(=O)=O)cc2s1	-66.6	-2.7	-32.3	nt	nt	nt	nt
O=C(NCC[C@@H]1CC[C@H](NS(=O)(=O)c2ccccc2)[C@@H](CO)O1)c1ccc2c(c1)OCO2	-7.6	-0.5	4.6	-0.7	-7.1	-1.6	0.2
C[C@H](CO)N1C[C@H](C)[C@@H](CN(C)C(=O)c2ccccc2)OCCCC[C@H](C)Oc2ccc(NC(=O)c3ccccc3)cc2C1=O	0.2	3.0	1.2	13.1	nt	1.3	-3.6
